Screens from PubChem.
VCAM1 TNFa inh – reduces TNF alpha induced VCAM1 expression in HUVEC; inhibition, % at 2 µM; AID 802; HUVEC TNFa-induced VCAM-1 immunofluorescence, high-content imaging; 95,000 tested, 0.48% active;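 active = inhibition above the batch mean plus 3 SD, with images confirmed as a hit by eye, cut at about 37% in these data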;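 also: 0% = TNF-stimulated DMSO wells and 100% = unstimulated control wells; not every result past the cut was called active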
Pyk2 oligo antag – Pyk2 (human) oligomerization antagonism; AID 1347419; 99,000 tested, 0.83% active; Q14289; Q293 cells, Pyk2 FERM NanoBiT luminescence; active compounds read low; z-score (the deposit names both 25 µM and 10 µM);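 active = Z-score of -3 or lower, scaled per plate to the spread of control and sample wells; inactive = z-score above -3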;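 also: negative z-score means lost luminescence so less FERM oligomerization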
ERa SRC1 inh – blocks coactivator binding to human estrogen receptor alpha; P03372; TR-FRET ER-alpha LBD / SRC-1 peptide, estradiol-bound; inhibition, % at 25.6 µM; 86,000 tested, 1.7% active; AID 629; in the data active = inhibition above about 50%;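 also: 0% = receptor plus peptide control and 100% = peptide only without receptor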
LYP inh 2 – LYP (human) phosphatase inhibition; Q9Y2R2; recombinant LYP catalytic domain, DiFMUP fluorescence; inhibition, % at 2 µM; 96,000 tested, 0.21% active; AID 640;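 active = inhibition at 2 µM at or above a set limit, the screen mean plus 3 SD, cut at about 24% in these data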;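 also: 0% = DMSO with enzyme and 100% = enzyme fully blocked by orthovanadate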
Target sequence (Q9Y2R2 whole entry, looked up, the tested form may be a part): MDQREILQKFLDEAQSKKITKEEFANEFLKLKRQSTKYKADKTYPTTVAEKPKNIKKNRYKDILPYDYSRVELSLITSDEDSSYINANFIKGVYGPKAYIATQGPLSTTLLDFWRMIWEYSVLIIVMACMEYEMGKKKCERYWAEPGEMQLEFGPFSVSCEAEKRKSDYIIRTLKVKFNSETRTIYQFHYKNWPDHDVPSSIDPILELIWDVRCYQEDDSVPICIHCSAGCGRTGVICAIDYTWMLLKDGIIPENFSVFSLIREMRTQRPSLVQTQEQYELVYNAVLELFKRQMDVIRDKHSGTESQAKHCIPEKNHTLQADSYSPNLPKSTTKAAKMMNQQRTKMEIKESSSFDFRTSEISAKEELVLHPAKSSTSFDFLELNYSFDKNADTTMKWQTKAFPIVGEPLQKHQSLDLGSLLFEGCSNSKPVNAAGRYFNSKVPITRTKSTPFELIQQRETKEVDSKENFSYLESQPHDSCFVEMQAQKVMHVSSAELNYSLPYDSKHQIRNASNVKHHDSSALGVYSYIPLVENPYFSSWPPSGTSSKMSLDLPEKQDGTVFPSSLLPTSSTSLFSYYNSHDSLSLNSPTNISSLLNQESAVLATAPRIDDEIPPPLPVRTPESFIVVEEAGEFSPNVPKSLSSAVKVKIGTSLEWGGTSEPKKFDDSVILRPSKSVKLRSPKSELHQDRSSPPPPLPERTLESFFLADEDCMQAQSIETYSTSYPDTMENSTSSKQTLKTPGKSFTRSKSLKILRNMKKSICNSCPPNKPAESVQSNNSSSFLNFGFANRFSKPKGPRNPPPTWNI
cytoskel mod – cytoskeleton assembly modification; 91,000 tested, 0.18% active; inhibition, % at 2 µM; HUVEC TNFa F-actin phalloidin imaging, high content;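 active = inhibition above the batch mean plus 3 SD and confirmed as a hit by visual image inspection, cut at about 30% in these data, passing the limit was not always enough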; also: strong numbers were not always called active
IL1B cytotox – toxic to HUVEC cells under IL-1B stimulation | HUVEC cell count loss, Hoechst imaging, IL-1B stimulated | cell count reduction, % at 2 µM | 94,000 tested, 0.41% active | AID 845;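 active = cell count reduction more than 3 SD above the screen-wide mean, cut at about 70% in these data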;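 also: normalized per plate to untreated control cells as the no-loss baseline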
FAK blocker – inhibitors of human focal adhesion kinase. Q05397. AID 727. biochemical FAK kinase activity assay. inhibition, %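 (tested at 7 µM)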. 97,000 tested, 0.84% active; in the data active = inhibition above about 19%;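 also: 0% = DMSO and 100% = reference compound high control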
TNFa cytotox – HUVEC cytotoxicity counter-screen, TNF alpha stimulated. cell count reduction, % at 2 µM. AID 848. 93,000 tested, 0.17% active. HUVEC TNFalpha-stimulated, Hoechst cell count, imaging;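 active = cell count reduction exceeding the screen mean by over 5 SD, scaled to untreated wells per plate, cut at about 78% in these data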;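 also: cells counted after 24 h of TNF alpha exposure following the 1 h pretreatment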
PTPN22 act – activators of human LYP (PTPN22) phosphatase; Q9Y2R2; 96,000 tested, 0.11% active; recombinant LYP, DiFMUP fluorescence; 0 = plate median, 100 = signal doubled; activation, % at 2 µM; AID 697;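 active = activation at 2 µM above a set limit, the mean plus 5 SD, cut at about 37% in these data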
* = called active by the depositor; x = not tested or not shown; [ ] = remark or other dose.

Values in the order: cytoskel mod, VCAM1 TNFa inh, TNFa cytotox, Pyk2 oligo antag, LYP inh 2, PTPN22 act, ERa SRC1 inh, IL1B cytotox, FAK blocker
(1) Cn1c(=O)c2c(nc(SCc3ccccc3)n2Cc2ccc(Cl)cc2)n(C)c1=O
 : -3, 2, -13, -1.7, -4, 4, 22, -6, 1
(2) CCNC(=S)NNC(=O)c1cc(C)on1
 : -2, 19, -2, 0.31, 5, 0, x, x, -5
(3) CCN(CC)C(=O)CSc1nnc(-c2ccccc2)o1
 : x, 15, -5, -0.46, 1, 0, 7[fluorescence artefact?], -4, -1
(4) O=C(NCc1ccccn1)c1cc2cc(Br)ccc2oc1=O
 : -9, -7, 2, 0.02, 2, 2, 8, 8, 5
(5) CCCC(=O)C1C(=O)CC(CC(C)SCC)CC1=O (configuration not stated)
 : -31, -8, 16, 0.26, 3, 0, -2, 14, -3
(6) CCOC(=O)C1(CC)NC(c2ccco2)C2C(=O)N(CC)C(=O)C21 (configuration not stated)
 : 4, -8, 5, -0.42, 2, 1, 1, -4, -6
(7) CCOC(=O)N1CCN(c2nc(-c3ccco3)cc(C(F)(F)F)n2)CC1
 : 17, -14, -35, -0.42, -8, 6, 0, -25, 0
(8) Cc1ccc(-c2noc(CCC(=O)NCCN3CCN(Cc4ccccc4)CC3)n2)cc1
 : -6, 12, -2, 1.3, -2, 2, -1, -6, -2
(9) Cc1nn(C)c(Cl)c1NC(=O)OCc1ccc(Cl)cc1Cl
 : 16, 6, -5, -0.95, 8, -5, x, -5, 4
(10) CCCCCC(=O)N1CCN(CCN=CC2=C(O)CC(c3ccco3)CC2=O)CC1 (configuration not stated)
 : -17, 1, -24, -0.44, 7, -7, -5, 4, -4

The listing continues.
Values in the order: cytoskel mod, VCAM1 TNFa inh, TNFa cytotox, Pyk2 oligo antag, LYP inh 2, PTPN22 act, ERa SRC1 inh, IL1B cytotox, FAK blocker
(11) CCOc1ccc(CN(C(=O)c2oc3ccccc3c2C)C2CCS(=O)(=O)C2)cc1 (configuration not stated)
 : 11, -7, 3, -1.1, 9, -6, -6, -25, 3
(12) CCN1C(=O)C(CC(=O)N2CCN(C(c3ccccc3)c3ccccc3)CC2)N(CC)C1=O (configuration not stated)
 : -15, 8, -5, -0.78, 12, -15, 3, 47, 1
(13) CCC1C(C#N)=C(SC)NC2=C1C(=O)CC(C)(C)C2 (configuration not stated)
 : 18, 12, -28, -1, 6, -7, 9, 32, 13
(14) CCCCCCN=C(C)C1=C(O)C(C(=O)OC)C(C)(C)CC1=O (configuration not stated)
 : 11, -15, -6, -0.08, 12, -14, -17, -14, -2
(15) O=C(NC12CC3CC(CC(C3)C1)C2)c1ccccc1O
 : 5, 16, -10, 0.2, 3, -1, 1, -4, -1
(16) Cc1ccc(OC(=O)Cn2c(C(F)(F)F)nc3ccccc32)cc1
 : 0, 4, 5, 0.4, 2, 1, x, 13, -1
(17) O=C(C1CCCN(Cc2ccccc2C(F)(F)F)C1)N1CCCCC1 (configuration not stated)
 : -17, -6, -4, 0.42, 10, -10, -1, 4, 4
(18) Cn1c2ccc(F)cc2c2ncn(CCN3CCOCC3)c(=O)c21
 : x, x, x, 0.19, 10, -6, -7, -2, 3
(19) Cc1nc2nc(C)c(CCC(=O)NCc3ccc4c(c3)OCO4)c(C)n2n1
 : 43, -18, -4, -0.77, -2, 2, -3, 1, -7
(20) CC1(C)Cc2c(cnn2-c2ccccc2)C(=O)/C1=N\NC(=O)c1ccccc1O
 : 12, -8, -34, -0.22, 11, -10, -4, -6, -3

Following part
Values in the order: cytoskel mod, VCAM1 TNFa inh, TNFa cytotox, Pyk2 oligo antag, LYP inh 2, PTPN22 act, ERa SRC1 inh, IL1B cytotox, FAK blocker
(21) COc1ccc(Nc2ccnc3ccccc23)cc1
 : 14, 12, -8, -0.71, -1, 0, 3, 11, 2
(22) Cc1cc(C)nc(NC(=O)/C=C/c2cccs2)c1
 : -11, -7, -27, -0.29, -2, 6, x, -64, 2
(23) CS(=O)(=O)NCCSc1nnnn1-c1ccccc1
 : 1, 8, -14, 1.1, -9, 8, -4, -2, -1
(24) Cc1nc(Sc2nnnn2-c2ccccc2)c(C#N)c(C)c1C
 : 0, 3, -15, x, -8, 7, -4, -18, 2
(25) COc1ccc(-c2ncc3ccccn23)cc1OC
 : x, 7, -15, -0.17, 1, 1, 3, -16, -1
(26) Cc1ccc(-n2c3c(cc(C(=O)O)c2=O)C(=O)CC(C)(C)C3)cc1
 : 19, -17, -13, 0.12, 13, -15, -16, -14, -11
(27) Cn1cccc1CNC(=O)Nc1ccc(Cl)cc1
 : 5, -8, 2, -0.22, -12, 11, -10[fluorescence artefact?], -74, -2
(28) O=C(N/C(=C/c1cccs1)C(=O)N1CCCCCC1)c1ccccc1
 : 9, -28, -31, 1.1, 9, -9, -6, -27, -1
(29) Cn1nnnc1SCC(=O)N1CCN(Cc2ccccc2)CC1
 : -7, 14, -20, 0.41, -15, 12, -4, -4, 2
(30) CCC(C)NC(=O)C1CCCN(S(=O)(=O)c2ccc(-n3cnnn3)cc2)C1 (configuration not stated)
 : -7, 8, 8, 0.31, 0, 2, -1, -29, 0

New compounds follow
Values in the order: cytoskel mod, VCAM1 TNFa inh, TNFa cytotox, Pyk2 oligo antag, LYP inh 2, PTPN22 act, ERa SRC1 inh, IL1B cytotox, FAK blocker
(31) O=C(O)COc1cccc2ccccc12
 : x, -12, -3, 0.91, 3, -2, 6, -10, -2
(32) CCOC(=O)CSc1nc(N)c(C#N)c(-c2ccc(OC)cc2)c1C#N
 : -11, 0, -10, -1.6, 5, -7, 14[fluorescence artefact?], 3, -24
(33) O=C(O)C1CSC(c2ccccc2)N1C(=O)c1ccco1 (configuration not stated)
 : -6, 4, x, 0.95, 7, -5, -3, -5, -2
(34) Nc1c(-c2ccccc2)cnn1-c1ccc(C(=O)O)cc1
 : -18, -4, 6, 0.01, 2, -2, -19, -5, 2
(35) CCc1ccc(CNc2ccc3c(c2)ncn3C)cc1
 : -28, -10, 1, 0.75, -6, 4, 6, 8, 10
(36) CCCc1nc2c(C)ccc(C)c2c(N)c1CC
 : -17, 13, -5, 0.74, 4, 2, x, -20, -2
(37) Cc1cccc(N(CC(=O)NC2CCCC2)C(=O)CCCC(=O)Nc2ccccn2)c1
 : 20, -16, -24, -0.07, 12, -12, -2, 4, -1
(38) Cc1noc(C)c1CS(=O)(=O)c1ccc(Br)cc1
 : -4, 5, -4, 1.8, -7, 3, x, -19, -1
(39) Cc1cc(C)c(S(=O)(=O)N2C=CC(C(F)(F)F)=NCC2)c(C)c1
 : -8, -16, 6, 0.57, -14, 16, -1, -10, 1
(40) CC(=O)N1CCN(C2=NC(=O)C(=C3CCCCC3)S2)CC1
 : 4, 19, -20, -0.24, -4, 3, -9, -4, 1

The listing continues.
Values in the order: cytoskel mod, VCAM1 TNFa inh, TNFa cytotox, Pyk2 oligo antag, LYP inh 2, PTPN22 act, ERa SRC1 inh, IL1B cytotox, FAK blocker
(41) Cc1cccc(C)c1NC(=O)N1CCN(c2nc3ccccc3s2)CC1
 : -10, -6, -4, 0.66, 2, -3, -6, 21, 0
(42) Cc1ccc2[nH]c(=O)c(CNC(C)(C)C)cc2c1
 : -7, 8, -14, 1, 4, -6, -3, 10, 10
(43) CCn1c(SCC(=O)Nc2nc3c(s2)CCCC3)nnc1-c1ccccc1
 : -6, 17, -33, -2.1, -9, 6, 10[fluorescence artefact?], 3, 3
(44) CCOC(=O)Cc1csc(NC(=S)NC(=O)c2ccc(Cl)cc2)n1
 : 9, 5, -10, 1.2, 26*, -23, x, 22, 6
(45) O=C(COc1ccccc1Cl)Nc1ccc2c(c1)OCCO2
 : 33, 1, -3, -1.1, 4, -7, -8, 6, 4
(46) COc1ccc(OC)c(NC(=S)NCc2ccco2)c1
 : 25, -4, -13, 0.96, 4, -6, x, 6, -3
(47) CCOC(=O)c1nc2cc3n(c(C)c-2c1C)C(C)C(CC)=C3C (configuration not stated)
 : 8, -29, -34, 0.07, -2, 2, -11, -29, 1
(48) COC(=O)C1=C(N)c2c(F)cccc2C1(C#N)c1ccccc1 (configuration not stated)
 : 6, 12, -4, -1.3, -13, 12, 3, x, 2
(49) O=C(OCc1ccc(COC(=O)c2ccccn2)cc1)c1ccccn1
 : 8, -5, -11, 1.4, 12, -12, -11, -144, 3
(50) CC(=O)N1CCc2cc(S(=O)(=O)NCCCOC(C)C)ccc21
 : -18, 16, -5, 1.7, -2, 4, -2, 25, -2

Carrying on.
Values in the order: cytoskel mod, VCAM1 TNFa inh, TNFa cytotox, Pyk2 oligo antag, LYP inh 2, PTPN22 act, ERa SRC1 inh, IL1B cytotox, FAK blocker
(51) CCC(C)(C)C1CCC2(CC1)NC(CO)(CO)CO2 (configuration not stated)
 : 2, -9, x, -0.32, -27, 26, 10, -10, 0
(52) O=C(CCc1ccccc1)Nc1ccc(NC(=O)C2CC2)nc1
 : 4, -6, 4, 0.97, 6, -8, -1, 2, 8
(53) Cc1ccc(C(=O)COC(=O)c2cc(Cl)nc3ccccc23)cc1
 : 17, -10, -22, -0.22, 0, 1, x, -2, 1
(54) NS(=O)(=O)c1ccc(NC(=O)NC2CCCCC2)cc1
 : 12, -10, -7, 1.2, 0, -2, x, 2, 0
(55) CCOC(=O)c1sc(N2C(=O)C(O)=C(C(=O)c3ccco3)C2c2ccccc2)nc1C (configuration not stated)
 : -11, 14, -7, x, 0, -3, x, 9, -3
(56) COc1ccc(-c2nnc3sc(C4CCCCC4)nn23)cc1OC
 : -1, 10, -25, -1.4, 6, -9, -5, 2, 1
(57) CCOC(=O)c1c(-c2ccccc2)csc1NC(=O)c1cccc(N2C(=O)CCC2=O)c1
 : 25, -4, -8, -2.9, 1, 3, x, 5, 5
(58) O=C(Nc1nc2c(Cl)cccc2s1)c1ccc(Br)o1
 : 27, -4, 2, -1.2, -11, 10, -82[fluorescence artefact?], -4, -38
(59) CCOc1ccc2nc(NCCNS(=O)(=O)c3ccccc3)c(C#N)cc2c1
 : 0, 18, -6, 0.02, 0, 1, -11, 13, 3
(60) COc1ccc(-c2cc3ccc(OCc4nn[nH]n4)cc3oc2=O)cc1OC
 : 14, 51*, 77, -0.01, 8, -9, 4[fluorescence artefact?], -1, -8

(list continues)
Values in the order: cytoskel mod, VCAM1 TNFa inh, TNFa cytotox, Pyk2 oligo antag, LYP inh 2, PTPN22 act, ERa SRC1 inh, IL1B cytotox, FAK blocker
(61) CCc1nnc(SCc2ccc(CSc3nnc(CC)n3N)cc2)n1N
 : 4, 6, -17, -0.52, -10, 5, 2, -28, -2
(62) CS(=O)(=O)N(CC(=O)Nc1cccnc1)c1ccc2c(c1)OCCO2
 : -18, 6, -18, -0.58, 8, -4, -5, -4, -1
(63) CN1CCN(c2ccc([N+](=O)[O-])cc2NC(=O)c2ccccc2)CC1
 : 7, 17, 3, -0.56, 3, 1, x, 7, 1
(64) COC(=O)c1[nH]c2ccc(C)cc2c1NC(=O)CN1CCCc2ccccc21
 : 6, -12, 2, -0.32, 10, -12, 77*[fluorescence artefact?], -36, 20*
(65) Cc1nc(-c2ccccc2)sc1C(=O)/C=C/c1ccc(Cl)cc1
 : -21, 20, -2, -0.67, 0, 4, x, 21, 8
(66) Cc1cccc(NCc2nc3ccccc3n2C)c1
 : x, 18, -4, 0.65, -18, 19, 3[fluorescence artefact?], 0, 0
(67) CCN(CC)c1ccc(NC(=O)OC)cc1
 : -4, 9, -14, -0.63, 6, -3, 0, 8, 1
(68) O=C(Nc1ccccc1)c1cc(N2CCOCC2)nc2ccccc12
 : -8, 18, -34, 0.16, -17, 14, 15[fluorescence artefact?], -5, -2
(69) Cc1nn(C)cc1/C=N/NC(=O)c1ccc2c(c1)OCO2
 : 4, 3, -13, 0.04, 5, -1, x, -6, -9
(70) O=C1c2cccnc2C(O)N1Cc1ccccc1 (configuration not stated)
 : -2, 3, -15, 2, 14, -16, -38, -2, -3
(71) COc1ccc(N2CCN(C(=S)Nc3cccc(C)c3)CC2)cc1
 : 13, 12, -10, 0.58, 8, -4, x, -10, 0
